Source: PubChem BioAssay
TSHR antagonist: blocks TSH signaling through the human TSH receptor. TSHR-expressing cells, TSH-stimulated cAMP HTRF, 2 h; active compounds read low. 330,000 compounds, 0.2% hits. AID 504810. activity change, negative = inhibition, % at 11.5 µM. P16473;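 active means activity change below a set negative limit, meaning inhibition stronger than a set level, cut at about -70% in these data; inconclusive means activity change between two set negative limits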; further: on the % scale 0 is the no-effect control and ±100 the full control effect
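Freshly harvested TSHR cells receive pin-tooled compound, then EC80 TSH at 4nM final. After 2 hours at 37 deg C, antibody in lysis buffer and cAMP-d2 are added; 30 minutes at ambient temperature precede the HTRF read.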
A-T KAP1 phos: potential ataxia-telangiectasia treatment | […] A-T fibroblasts, KAP-1 phosphorylation AlphaLISA; neocarzinostatin DNA damage 30 min before lysis | Potency, µM (top dose mostly 57.5 µM), inactives show at the highest dose activation, most hits filed as activators | 320,000 compounds, 0.19% hits; further: potency means the concentration at half of the fitted maximal effect; % of control where 0% means no effect; nearly all actives have a fitted effect of over 45% in size
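ATM-like activity read as KAP-1 phosphorylation via AlphaLISA donor/acceptor antibody pairs after lysis and 6 hr at 25C. Cells were ATM-null patient fibroblasts ([…], hTERT), dosed 60 min, then exposed to the DSB inducer NCS for 30 min.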
KCNH2 WT inh: KCNH2 (human, wildtype) channel inhibition | Q12809 | U2OS, BacMam KCNH2, thallium flux FluxOr; active compounds read low | activity change, % at 1.84 µM | 340,000 compounds, 0.37% hits | AID 720551;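 active means maximum activity change below -70%; inconclusive means maximum activity change between -70% and -50%; inactive means maximum activity change above -50%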; further: on the % scale 0 is the no-effect control and ±100 the full control effect
Target sequence (Q12809 whole entry, looked up): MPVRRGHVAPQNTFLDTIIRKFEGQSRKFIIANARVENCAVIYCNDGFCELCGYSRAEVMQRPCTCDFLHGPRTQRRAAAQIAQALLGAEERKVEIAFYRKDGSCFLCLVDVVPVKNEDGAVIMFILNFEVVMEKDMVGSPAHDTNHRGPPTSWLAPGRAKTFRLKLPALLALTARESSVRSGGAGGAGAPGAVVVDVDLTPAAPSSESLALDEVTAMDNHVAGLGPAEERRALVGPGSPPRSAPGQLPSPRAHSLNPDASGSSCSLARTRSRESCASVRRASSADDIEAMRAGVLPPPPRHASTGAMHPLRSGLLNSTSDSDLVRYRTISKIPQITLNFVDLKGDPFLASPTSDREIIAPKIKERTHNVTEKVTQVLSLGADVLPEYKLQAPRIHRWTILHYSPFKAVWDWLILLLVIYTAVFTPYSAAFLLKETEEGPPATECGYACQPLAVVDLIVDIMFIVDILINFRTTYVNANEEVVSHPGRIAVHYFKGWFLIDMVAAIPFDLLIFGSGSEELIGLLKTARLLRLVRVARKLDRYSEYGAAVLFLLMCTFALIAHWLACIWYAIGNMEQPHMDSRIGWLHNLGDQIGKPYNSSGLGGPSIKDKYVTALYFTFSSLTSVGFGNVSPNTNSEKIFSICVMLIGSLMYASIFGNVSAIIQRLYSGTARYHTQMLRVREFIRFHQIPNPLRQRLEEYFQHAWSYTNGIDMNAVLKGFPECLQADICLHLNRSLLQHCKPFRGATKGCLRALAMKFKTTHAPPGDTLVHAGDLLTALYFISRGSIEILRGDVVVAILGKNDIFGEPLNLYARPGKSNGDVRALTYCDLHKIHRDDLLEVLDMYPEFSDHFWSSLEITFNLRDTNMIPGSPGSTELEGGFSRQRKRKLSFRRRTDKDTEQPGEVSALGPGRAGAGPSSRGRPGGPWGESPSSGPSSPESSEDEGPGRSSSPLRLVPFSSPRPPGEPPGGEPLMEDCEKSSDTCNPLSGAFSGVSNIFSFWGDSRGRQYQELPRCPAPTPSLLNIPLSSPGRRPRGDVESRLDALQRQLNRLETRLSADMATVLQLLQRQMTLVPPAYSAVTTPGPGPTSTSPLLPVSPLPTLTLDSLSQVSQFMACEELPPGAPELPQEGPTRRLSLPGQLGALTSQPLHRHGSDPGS
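U2OS cells transduced with wild-type KCNH2 virus are loaded with FluxOr dye for 45 min, and thallium flux is measured in kinetic reads before and after stimulation buffer. Rate constants are normalized to DMSO controls.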
Chronic BCR inh: inhibitors of chronic active B-cell receptor signaling. 340,000 compounds, 0.05% hits. ABC-DLBCL IkBa-CBG/CBR reporter, luminescence ratio, 4 h. Potency, µM (titrated, usually from 46.1 µM), for the others: at the highest dose ratio change, negative = lower green/red ratio, actives largely listed as inhibitors; active means well fitted inhibition curve with a large enough effect in the signal ratio, with a control signal flat, not every such curve was filed as active; inconclusive means small, poorly fitted or top-dose-only effect, or effect the other way, or a change in a side signal; the % refers to the signal ratio;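 further: potency means the concentration at half of the fitted maximal effect; plate controls were basal doxycycline-induced cells for no effect and cells given 10 µM MG132 for full effect; MG132 reads +100%, hits lower the ratio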
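Cell line TMD8 (human ABC DLBCL), stably expressing tet-inducible CBG68-IkBa fusion and CBR; IMDM/0.5% FBS; cpd up to 46 uM; dox induction, 4 h, 37C/5% CO2; dual luminescence; green/red ratio; MG132 control.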
TCR activator: activators of T cell receptors; primary human leukocytes, anti-CD3, IL-2 HTRF, 48 h; Potency, µM (highest dose often 9.22 µM), without a hit: top-dose activation of IL-2 secretion, actives largely listed as activators; 330,000 tested, under 10 active; further: % of control where 0% means no effect
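Human primary leukocytes + a-CD3 beads + cpd, 48 hr; IL-2 in supernatant by HTRF (ex 320nm / em 665nm). No co-stimulatory signal supplied.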
GALK inhibitor: blocks human galactokinase activity; P51570; Purified GALK, Kinase-Glo residual ATP luminescence; Potency, µM (top dose mostly 57.5 µM), without a hit: at the top dose activity change, negative = inhibition, hits mostly inhibitors; 270,000 compounds, 0.007% hits; AID 1868; further: potency means the concentration at half of the fitted maximal effect; on the % scale 0 is the no-effect control and ±100 the full control effect
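5 nM enzyme, 35 uM ATP, 100 uM galactose, 20 mM HEPES pH8.0, 5 mM MgCl2; 1 h RT; residual ATP by Kinase-Glo Plus luminescence, qHTS format.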
Tb PFK block: T. brucei PFK enzyme inhibition | O15648 | T. brucei PFK, ADP-Glo luminescence | Potency, µM (top dose mostly 57.5 µM), without a hit: top-dose activity, negative = inhibition, most hits filed as inhibitors | 330,000 compounds, 0.17% hits | AID 485367;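 further: potency means the concentration at half of the fitted maximal effect; 0% = uninhibited 1x PFK enzyme wells and -100% = no-enzyme wells; nearly all actives have a fitted effect of over 60% in size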
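1.25 nM PFK with 0.5 mM F6P and 0.1 mM ATP in 0.1 M TEA pH 8.0, 5 mM MgCl2, incubated 45 min at room temperature; ADP measured by ADP-Glo luminescence; compounds titrated up to 57 uM.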
Giardia killer: kills Giardia lamblia | Giardia lamblia trophozoite viability | 340,000 compounds, 0.15% hits | activity change, % at 7.66 µM, hits read low | AID 540267; in the data active means activity change below about -80%; inconclusive means between about -30% and that limit;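 further: parasites exposed to compound for two days anaerobically before the ATP read; on the % scale 0 is the no-effect control and ±100 the full control effect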
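Anaerobic 48 hrs incubation at 37 deg C of 100 trophozoites/well with test compounds; ATPLite 1-Step luminescence, 15-30 min RT, reports cellular ATP as viability.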
MLL CXXC-DNA inh: inhibitors of human MLL CXXC domain-DNA interaction | MLL-CXXC / FITC-HOXA9 DNA fluorescence polarization | AID 2662 | 290,000 compounds, 0.037% hits | Potency, µM (titrated, usually from 115 µM), for inactives: at the highest dose activity change, negative = inhibition, hits mostly inhibitors; active means well fitted inhibition curve with a large enough effect in the polarisation, with a control signal flat, not every such curve was filed as active; inconclusive means small, poorly fitted or top-dose-only effect, or effect the other way, or a change in a side signal; inactive means no such curve, though single readings can be large or run the other way; the % refers to the polarisation; further: potency means the concentration at half of the fitted maximal effect
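Purified MLL-CXXC (added from a 7 uM solution) was preincubated 5 min at ambient with pinned compounds in 50 mM Tris-HCl pH 7.5, 50 mM NaCl, 1 mM DTT, 0.05% BSA. Fluorescein-labeled HOX-A9 DNA (50 nM solution) followed, 30 min, then polarization read.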
FBPA coupling cs: coupling enzyme interference in Giardia aldolase counter-screen; coupling enzyme system counterscreen, AmpLite Red fluorescence; activity change, negative = inhibition, % at 58.2 µM, hits read low; 290,000 compounds, 0.67% hits; AID 2472; in the data active means activity change below about -30%; further: on the % scale 0 is the no-effect control and ±100 the full control effect
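First, compound is pin-transferred into glyceraldehyde-3-phosphate coupling-enzyme reagent at 57.5 uM final and held 10 min at RT. Next, substrate, coupling system and AmpLite Red are added. After 20 min RT, fluorescence (525/598 nm) is read.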
* = called active by the depositor; ? = inconclusive; . = not tested or not shown; & = joins results of further samples; [ ] = another dose, or the depositor's remark. Unless noted, the call rests on the fitted dose curve; in most records, active means well fitted curve in the direction sought with a large enough effect; inconclusive means small, poorly fitted or top-dose-only effect, or another doubt; inactive means no such curve, though single readings can be large; an effect the other way counts as inactive or inconclusive.

molecule	TSHR antagonist	A-T KAP1 phos	KCNH2 WT inh	Chronic BCR inh	TCR activator	GALK inhibitor	Tb PFK block	Giardia killer	MLL CXXC-DNA inh	FBPA coupling cs
COc1ccccc1NC(=S)N1CCCCCC1	-14	-1%	13	3%	9%	-1%	1%	-8	-3%	-1
CC(C)(C)OC(=O)NCCCC[C@@H](C(=O)NCCCCCCCCCCC(=O)N1CCN(C(=O)OC(C)(C)C)CC1)n1cc(CCCC(=O)O)nn1	-3	10%	1	-1%	-3%	.	-2%	26	.	.
O=C(COC(=O)Cc1ccsc1)NCc1ccccc1	6	-15%	7	?	-4%[46.1 µM]	0%	0%	-5	4%	3
Cc1c(S(=O)(=O)N2CC(C)CC(C)C2)c(=O)n(C)c(=O)n1C (configuration not stated)	4	1%	-7	-1%	10%	-1%	-4%	-8	17%	.
CCOC(=O)Cn1nnc2c(sc3nc4c(c(-c5ccc(Cl)cc5)c32)CCC4)c1=O	-1	-3%	-3	-10%	0%	-2%	-6%	16	4%	-2
COc1ccc(OC)c(/C=N/NC(=O)CC(=O)NC2CCCCC2)c1	-6	4%	-1	?	-2%	-4%	-3%	15	-4%	-7
Clc1ccc2nc3ccccn3c2c1	7	32%	3	1%	0%	5%	-15%	-2	7%	1
CCC(=O)Nc1ccc2c(c1)C(=O)N(C)C2=O	1	.	-15	?	-3%	1%	-5%	14	-15%	-1
O=C(c1ccc(S(=O)(=O)N2CCCC2)cc1)N1CCN(S(=O)(=O)c2cccc(F)c2)CC1	-1	3%	-9	0%	6%	7%	-4%	-10	-6%	3
O=C1C2CCCN2C(=S)N1c1cc(Cl)ccc1Cl (configuration not stated)	10	-3%	-6	3%	-3%	.	-7%	-12	.	.
CCN(C1CCS(=O)(=O)C1)S(=O)(=O)c1cccc([N+](=O)[O-])c1 (configuration not stated)	9	8%	5	?	-7%	6%	-4%	-2	3%	2
CCO[C@@H]1c2c(ccc3ccc(=O)oc23)OC(C)(C)[C@H]1O	-4	-5%	21	1%	6%	.	-6%	?	.	.
N#C/C(=C\c1ccc[nH]1)C(=O)Nc1ccccc1Cl	-1	6%	3	5%	1%	1%	0%	-26	1%	.
COc1cccc(C(=O)NC23CC4CC(CC(C4)C2)C3)c1	-5	-4%	-3	4%	-5%	.	1%	-11	-7%	-2
Cn1c(=O)oc2cc(S(=O)(=O)N3CCc4ccccc4C3)ccc21	9	0%	-2	11%	-9%	1%	3%	7	8%	5
CCC(CC)c1nnc(NC(=O)C2CC(=O)N(C3CCCC3)C2)s1 (configuration not stated)	-14	7%	-1	?	-2%	0%	-9%	-1	6%	0
O=C(c1cc(N2CCOCC2)c(F)cc1[N+](=O)[O-])N1CCOCC1	-6	-3%	15	0%	.	-1%	1%	-2	-3%	2
COc1ccc(CNC(=O)NS(=O)(=O)c2ccc(C)cc2)cc1	.	.	1	.	-2%	.	.	-9&-2	.	5
O=C1N[C@H](Cc2ccccc2)CO1	-5	4%	-21	4%	-3%	.	-5%	6	.	.
O=C(NC(=S)NCc1ccco1)c1ccc(Br)cc1	-19	9%	-7	1%	.	0%	4%	-8	11%	-2
CC(C)NC(=O)C(=O)NCCCOC(C)C	3	8%	-1	-1%	4%	.	3%	-8	3%	0
Cc1ccc(Cn2ccsc2=NC(=O)COC(=O)c2ccc(NC(=O)CC#N)cc2)cc1	1	0%	14	-7%	0%	.	-6%	4	.	.
Cc1ccccc1CSc1[nH]c(=O)ncc1C	-9	1%	-10	4%	-1%	-4%	0%	19	1%	1
Cc1ccc(C)c(N2CCN(C(=O)Cn3ncn4cccc4c3=O)CC2)c1	1	-3%	-11	8%	0%	.	-1%	1	.	1
CC(=O)c1c(C)[nH]c(C(=O)COC(=O)CNS(=O)(=O)c2ccccc2)c1C	-10	-1%	-5	0%	-3%	1%	1%	2	-1%	1
COc1ccc(Cl)cc1C(=O)NNC(=S)NC(=O)c1cc(-c2ccc(Cl)cc2)nc2ccccc12	4	-11%	-5	-1%	-3%	.	0%	4	5%	4
O=S(=O)(Nc1ccc(N2CCOCC2)cc1)c1c(F)cc(F)cc1Br	-3	2%	-17	5%	-8%	-3%	2%	14	-1%	-3
CCn1nc(C)c(/C=N\NC(=O)c2ccc3c(c2)OCO3)c1C	6	-3%	-6	?	-7%	-3%	-1%	-12	-3%	1
COc1ccc(Cl)cc1NC(=O)COC(=O)CCCC1=NS(=O)(=O)c2ccccc2N1	-1	-3%	1	-13%	11%	5%	0%	12	-9%	.
O=C(NCCOc1ccc(F)cc1)C1CCC(=O)N(CCCN2CCCC2=O)C1 (configuration not stated)	12	11%	2	0%	4%	3%	-4%	4	-5%	0
CCC(C(=O)N1CCN(S(=O)(=O)c2ccc(F)cc2)CC1)c1ccccc1 (configuration not stated)	-1	-1%	16	-2%	.	.	-4%	-11	.	.
Clc1ccc(CNc2ccccc2NCc2ccc(Cl)nc2)cn1	-16	-3%	0	4%	2%	4%	-4%	13	-1%	-3
O=C1N(S(=O)(=O)c2ccccc2F)C(=O)C2(CCCC2)N1S(=O)(=O)c1ccccc1F	-2	-4%	-7	4%	3%	1%	0%	9	2%	-1
O=[N+]([O-])c1cccc(S(=O)(=O)N2CCCCC2)c1	-3	-3%	-2	-3%	-2%	1%	2%	9	16%	2
CC1=NN(c2nc3ccccc3s2)C(O)(C(F)(F)F)C1 (configuration not stated)	3	6%	-3	?	-1%	6%	-5%	6	-25%	8
CCn1ccnc1CN(C)Cc1cn(-c2cc(C)ccc2C)nc1-c1ccccc1	-27	11%	11	?	0%	-1%	9%	0	-7%	-11
O=C(Nc1nnc(C23CC4CC(CC(C4)C2)C3)s1)c1ccco1	4	-3%	-8	9%	2%	-3%	-5%	?	-7%	-24
CC(=O)c1oc2ccccc2c1NC(=O)COC(=O)c1ccc(-n2nc(C)cc2C)cc1	9	2%	-9	0%	3%	6%	-2%	23	-3%	2
O=C(CN1C(=O)NC2(CCCCCC2)C1=O)N1CCC(Cc2ccccc2)CC1	?	-1%	-4	5%	7%[46.1 µM]	0%	-4%	-10	-10%	0
Cc1cccc(NC(=S)N=Nc2c(O)[nH]c3ccccc23)c1	-8	1%	-3	?	0%[46.1 µM]	.	6%	-10	9%	0
CCOC(=O)c1c(NC(=O)Cc2ccccc2)sc2c1CCN(C)C2	16	-5%	-4	15%	-3%	.	-1%	-11	.	1
COc1ccc(OC)c(CCNC(=O)CCc2cn(C)c3ccccc23)c1	1	3%	0	2%	3%	.	0%	-1	-1%	0
O=C(NCCCN1CCOCC1)c1ccccc1NS(=O)(=O)c1ccc(F)cc1	2	4%	1	?	-7%	-1%	-1%	-3	5%	-1
O=[N+]([O-])c1ccc(N2CCCCC2)c(-c2nn[nH]n2)c1	-10	0%	11	3%	2%	3%	-2%	-11	4%	6
O=C(Nc1cccc(F)c1)C1CCN(S(=O)(=O)c2cccc3nonc23)CC1	-8	-3%	3	-6%	-4%	-3%	3%	-4	-2%	0
COc1cc(NC(=O)C2=C(N3CCOCC3)/C(=C\c3ccc(Br)cc3)CC2)cc(OC)c1OC	-16	2%	-9	-1%	4%[46.1 µM]	-1%	-7%	2	9%	2
Cc1cccc(OCCOCCN2CCNCC2)c1C	3	14%	-16	2%	-3%[46.1 µM]	3%	-4%	-12	7%	-2
CCOC(=O)c1nn(-c2ccc(OCC)cc2)c2nc(-c3ccco3)c(C#N)c(=O)n12	7	-4%	2	5%	-4%	.	3%	-13	31%[activator]	-2
CC(C)CNC(=O)CSc1nnc2ccccn12	-5	2%	-3	1%	0%	-2%	-4%	4	17%	0
CSCCC(NS(=O)(=O)c1ccc(Cl)cc1)C(=O)OCC(=O)NC12CC3CC(CC(C3)C1)C2 (configuration not stated)	-7	1%	-25	5%	3%	-1%	5%	1	2%	1
O=C(Nc1cc(Oc2ccc(Cl)cc2)cc([N+](=O)[O-])c1)c1ccco1	-2	1%	5	?	0%	1%	1%	-1	5%	0
Cn1c(OCc2ccc3c(c2)OCO3)nc2c1c(=O)n(Cc1ccc(Cl)c(Cl)c1)c(=O)n2C	-10	2%	0	-2%	-6%	-4%	-11%	0	16%	3
Nc1c(C(=O)NCCc2ccc(Cl)cc2)sc2ccc(S(=O)(=O)N3CCCCC3)cc12	-4	-2%	.	0%	0%[46.1 µM]	1%	-8%	.	?	1
